Screens as filed in PubChem BioAssay.
DAX1 inh-1: blocks DAX1 repression of SF-1 activated StAR promoter. HEK293T StAR-luciferase reporter, SF-1/DAX-1 repression relief. inhibition, % at 6.8 µM. actives 1.1% (n = 370,000). AID 652010;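 active = inhibition above the mean over all tested compounds plus 3 SD, cut at about 3.6% in these data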;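 also: 0% = DAX-1 cells with DMSO and 100% = cells lacking DAX-1 with DMSO; higher inhibition means more luminescence from relief of DAX-1 repression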
SMARCA2 act: activators of SMARCA2 function. MG213 cells, MMTV-luciferase reporter, dexamethasone, overnight. activation, % at 9.1 µM. actives 1% (n = 370,000); in the data active = activation above about 7.8%;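 also: 0% = vehicle wells and 100% = reference activator wells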
ADAM10 inh: ADAM10 inhibition, QFRET primary screen. O14672. recombinant ADAM10, EDANS/DABCYL FRET peptide cleavage, 3 h. inhibition, % at 7 µM. actives 0.62% (n = 370,000);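 active = inhibition above a per-campaign cutoff equal to the mean of compounds falling between control-based bounds plus 3 SD, cut at about 20% in these data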;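 also: 0% = DMSO wells while the 100% control is not disclosed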
NPR1 activator: GC-A (human) enzyme activation; P16066; HEK293 GC-A cells, cGMP TR-FRET, EC30 ANP; 0% at EC30 ANP, 100% saturating ANP; activation, % at 10 µM; actives 0.14% (n = 370,000); AID 1671463; in the data active = activation above about 40%
hgDAF-12 ag: agonists of H. glycines DAF-12 nuclear receptor; activation, % at 6.8 µM; HEK293 GAL4-hgDAF12 UAS-luciferase reporter, agonist luminescence; normalized to butyrate control; actives 1.8% (n = 370,000); AID 687014;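 active = activation above a cutoff set at the mean of all screened compounds plus 3 SD, cut at about 10% in these data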;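 also: 0% = DMSO wells and 100% = sodium butyrate wells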
ADAM17 inh: inhibits human ADAM17; recombinant ADAM17, EDANS/DABCYL FRET peptide cleavage; inhibition, % at 6.95 µM; AID 720648; actives 0.83% (n = 370,000);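 active = inhibition above the mean of compounds lying between control limits plus 3 SD, set per campaign, cut at about 8.5% in these data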;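 also: 0% = DMSO-only wells as the low control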
Target sequence (P78536 215-824 limits assumed): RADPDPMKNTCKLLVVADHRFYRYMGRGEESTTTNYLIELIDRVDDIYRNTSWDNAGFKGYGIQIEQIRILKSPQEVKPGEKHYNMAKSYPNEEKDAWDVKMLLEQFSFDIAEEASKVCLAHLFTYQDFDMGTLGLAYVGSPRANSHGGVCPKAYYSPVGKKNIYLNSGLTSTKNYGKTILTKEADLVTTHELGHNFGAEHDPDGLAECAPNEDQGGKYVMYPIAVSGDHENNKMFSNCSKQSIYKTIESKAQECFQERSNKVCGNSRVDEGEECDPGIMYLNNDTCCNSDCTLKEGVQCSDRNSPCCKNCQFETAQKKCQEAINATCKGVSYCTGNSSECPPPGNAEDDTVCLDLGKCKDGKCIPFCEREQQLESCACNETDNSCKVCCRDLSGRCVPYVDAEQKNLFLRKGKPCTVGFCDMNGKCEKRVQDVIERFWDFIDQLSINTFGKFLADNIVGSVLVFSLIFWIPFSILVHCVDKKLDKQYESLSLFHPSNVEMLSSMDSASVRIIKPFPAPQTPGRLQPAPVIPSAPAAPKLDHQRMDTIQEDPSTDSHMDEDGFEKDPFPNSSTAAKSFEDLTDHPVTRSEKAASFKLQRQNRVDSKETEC
GAA850 FXN act: activators of GAA850 frataxin (FXN) promoter | HEK293 lucGAA850 FXN promoter luciferase reporter, 24 h; percent of 10 µM SAHA response | activation, % at 6 µM | actives 0.56% (n = 360,000) | AID 540364;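 active = activation above the average of all compounds screened plus 3 SD, cutoff fixed separately per campaign, cut at about 7.5% in these data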;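 also: 0% = DMSO wells and 100% = 10 µM SAHA wells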
PG9 Ab binder: PG9 antibody binding by small molecule; TR-FRET gp120-PG9 antibody binding; AID 624416; inhibition, % at 6.7 µM; actives 0.43% (n = 360,000); in the data active = inhibition above about 8.5%
DAX1 inh-2: NR0B1 (DAX1) inhibition; HEK293 Gal4-DAX1 luciferase reporter, luminescence; AID 504766; actives 0.99% (n = 340,000); inhibition, % at 6.75 µM; P51843;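 active = inhibition above the mean over all tested compounds plus 3 SD, cut at about 4.2% in these data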;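 also: 0% = DAX1-transfected cells with DMSO and 100% = empty-vector control cells with DMSO; inhibition shows as a rise in luminescence from relieved DAX1 repression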
Target sequence (P51843 207-470 limits assumed): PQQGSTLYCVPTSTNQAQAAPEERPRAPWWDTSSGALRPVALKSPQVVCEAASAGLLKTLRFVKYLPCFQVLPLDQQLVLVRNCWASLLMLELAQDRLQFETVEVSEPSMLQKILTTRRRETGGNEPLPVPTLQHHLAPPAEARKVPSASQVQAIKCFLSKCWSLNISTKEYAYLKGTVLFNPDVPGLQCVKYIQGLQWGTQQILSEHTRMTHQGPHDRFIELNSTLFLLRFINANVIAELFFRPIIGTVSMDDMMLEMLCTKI
ssDAF12 agonist: activates DAF-12 receptor from parasite S. stercoralis | HEK293 ssDAF-12/GRIP1 lit1-tk-luc reporter, luminescence; % of 3 µM dafachronic acid response | activation, % at 6.8 µM | actives 1% (n = 370,000) | AID 652126;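 active = activation above the mean over all tested compounds plus 3 SD, cut at about 0.9% in these data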;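 also: 0% = DMSO-only wells and 100% = 3 µM delta7-dafachronic acid wells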
hcDAF12 agonist: H. contortus DAF-12 activation, primary screen | HEK293 hcDAF-12 lit1-tk-luc reporter, luminescence; 0% DMSO, 100% Δ7-dafachronic acid | activation, % at 6.8 µM | actives 1.4% (n = 370,000);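 active = activation above the mean of all tested compounds plus 3 SD, cut at about 5.5% in these data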;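 also: 100% = response to 3 µM Δ7-dafachronic acid high control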
Active calls of the source: *; . = no result given.

structure	ADAM17 inh	PG9 Ab binder	hgDAF-12 ag	DAX1 inh-1	hcDAF12 agonist	NPR1 activator	ADAM10 inh	DAX1 inh-2	SMARCA2 act	GAA850 FXN act	ssDAF12 agonist
O=C(CCC(=O)Nc1ccccc1Cl)NNS(=O)(=O)c1ccc(Cl)cc1	1	-0.6	-0.1	1.1	-0.1	4	-12	0.6	-1	0.5	-1.1
C=C1SC(=Nc2ccccc2Cl)N(C(=O)c2sc3ccccc3c2Cl)C1(C)C	2	3.8	1.6	0.3	2.8	-2	5	0.1	1	6.7	-0.3
COc1ccc(CNC(=O)C2CCN(S(=O)(=O)c3ccc4c(c3)CC(C)N4C(C)=O)CC2)cc1 (stereo not given)	0	-1.6	-2.2	0.2	-3.6	-2	-3	0.6	-4	-0.1	-1.0
COc1ccc([C@H]2N[C@]3(CCCN(Cc4ccc(F)cc4)C3=O)[C@H]3C(=O)N(C)C(=O)[C@@H]23)cc1	-5	-1.0	-0.4	-0.5	1.0	2	-186	0.8	-5	-1.0	-0.4
Cc1ccc2cc3c(NC(=O)c4ccco4)nn(CC(C)C)c3nc2c1	-88	1.8	1.5	-0.3	-1.2	1	-218	-0.7	0	-1.0	-1.2
CCN(CC)C(=O)CSc1nc2cc3c(cc2c(=O)n1CCCC(=O)NCCc1ccc(OC)c(OC)c1)OCO3	-1	-0.1	-0.4	-0.3	-2.9	-3	5	0.2	2	-0.1	-1.8
CCCCN(C)C(=O)CCCc1c[nH]c2ccccc12	1	-0.6	2.3	1.4	0.0	-2	3	-1.1	0	2.3	-0.8
CSc1cccc(N=C2C(=O)Nc3ccccc32)c1	2	-3.2	-2.6	0.5	3.5	0	1	-1.1	-2	0.3	-0.7
CCOC(=O)N1CCN(C(=O)c2cn(CC)c3ccc(S(=O)(=O)N4CCCCC4)cc3c2=O)CC1	0	-0.7	-0.8	-0.1	0.2	2	0	-1.3	-1	-0.3	-0.9
CCc1ccc(C(=O)COC(=O)c2cccs2)cc1	-1	0.3	9.7	1.8	0.2	0	2	0.5	6	6.2	-0.5
C[C@@H]1CN([C@@H](C)CO)C(=O)CCCn2nncc2CO[C@H]1CN(C)C(=O)Nc1ccc(N2CCCCC2)cc1	0	-0.3	0.9	-0.2	-1.1	3	2	2.4	-1	-0.7	-0.3
CC(C)n1c(O)c(N=NC(=O)C2COc3ccccc3O2)c2ccccc21 (stereo not given)	-4	-2.7	-1.7	-0.1	3.1	2	2	-0.5	-3	1.9	1.1*
O=C(CN1C(=O)NC2(CCCC2)C1=O)NCc1cccc(Cl)c1	-2	2.1	-2.9	-1.2	-0.6	2	-18	-0.6	-3	1.3	-1.1
Cc1ccc(Cl)c(OCC(=O)Nc2ccc3c(c2)OCCO3)c1	0	-2.4	14*	1.8	1.0	6	12	4.0	4	-1.6	-0.9
O=C(CNC(=O)/C=C/c1ccccc1)N=Nc1c(O)n(Cc2ccccc2)c2ccccc12	2	-2.2	-1.6	0.7	-2.3	0	5	.	2	.	-1.1

Some values from above:
In NPR1 activator, `CCOC(=O)N1CCN(C(=O)c2cn(CC)c3ccc(S(=O)(=O)N4CCCCC4)cc3c2=O)CC1` shows 2
In hgDAF-12 ag, `C=C1SC(=Nc2ccccc2Cl)N(C(=O)c2sc3ccccc3c2Cl)C1(C)C` shows 1.6
In NPR1 activator, `CSc1cccc(N=C2C(=O)Nc3ccccc32)c1` shows 0
In SMARCA2 act, `O=C(CCC(=O)Nc1ccccc1Cl)NNS(=O)(=O)c1ccc(Cl)cc1` shows -1
In DAX1 inh-1, `Cc1ccc(Cl)c(OCC(=O)Nc2ccc3c(c2)OCCO3)c1` shows 1.8

The results go on.
structure	ADAM17 inh	PG9 Ab binder	hgDAF-12 ag	DAX1 inh-1	hcDAF12 agonist	NPR1 activator	ADAM10 inh	DAX1 inh-2	SMARCA2 act	GAA850 FXN act	ssDAF12 agonist
COc1cccc(-c2cnc3c(NC(C)=O)cc(-c4cccc(C(=O)N(C)C)c4)cn23)c1	-8	0.0	-4.0	-1.9	-0.8	4	-38	.	2	2.8	-2.1
COc1ccc(C)cc1NC(=O)ON=C1CCCCC1	-1	1.6	2.2	0.2	-0.2	1	-7	.	-1	.	-0.9
Cc1c(N=Cc2cc3c(cc2[N+](=O)[O-])OCO3)cccc1[N+](=O)[O-]	-6	-0.6	1.3	-0.6	-0.3	-1	-2	-0.6	0	1.3	-0.9
Nc1[nH]c(C(=O)c2ccccc2)c(-c2cccnc2)c1C(=O)NC1CCCCC1	-5	-0.5	-1.1	0.9	-2.0	-1	-4	.	-1	.	0.0
COc1ccccc1CNC(=O)COC(=O)c1cc2ccccc2o1	-7	3.9	1.5	-0.6	0.1	-2	-16	0.6	-3	-0.3	-0.8
CC(C)CC(NC(=O)C(NC(=O)C1CCC(=O)N1C(=O)OCc1ccccc1)C(C)C)C(=O)N1CCCC1C(N)=O (stereo not given)	2	-1.9	-1.3	0.4	-1.3	-1	6	0.3	-2	0.7	-0.2
Cn1cccc1C(=O)N1CCN(S(=O)(=O)c2cccc3ccccc23)CC1	1	.	-0.7	0.2	-1.5	-4	8	.	5	.	-1.2
COC(=O)C1=NN(c2ccccc2OC)C2C(=O)N(c3ccccc3OC)C(=O)C12 (stereo not given)	6	-2.3	2.1	0.8	7.2*	-3	-3	0.2	-2	-0.6	0.2
Cc1ccc(-n2c(C)nnc2SC(C)C(=O)N2CCCC2)cc1 (stereo not given)	-6	1.4	-0.1	-0.1	-1.1	-2	-5	-0.6	-3	2.6	-0.5
COc1ccccc1-n1cnc2cc(NC(C)=O)ccc21	-4	0.6	1.1	0.1	0.8	0	-1	-0.4	-2	0.6	-0.9
Cc1c(C)[n+](=O)c2c(n1[O-])CCCCC2	1	-2.5	0.3	0.5	0.9	2	11	0.4	5	1.6	-0.4
N#CCCn1cc(C(=O)CN2C(=O)NC3(CCCCCC3)C2=O)c2ccccc21	-5	-1.0	1.1	-0.4	0.5	1	4	-0.3	2	1.7	-0.9
CCOC(=O)C(C)Sc1nnc(NC(=O)c2cccc([N+](=O)[O-])c2C)s1 (stereo not given)	-3	-0.1	-2.8	0.1	-2.6	-1	5	-0.6	-3	3.0	-1.1
CC(C)(C)c1ccc(NC(=O)c2cc(C3CCCN(S(=O)(=O)c4cccc5cccnc45)C3)on2)cc1 (stereo not given)	-5	-2.2	1.1	0.0	-1.1	7	-7	.	-2	-3.3	-1.9
CCc1c(O)nc(SCC(N)=O)n(-c2ccccc2F)c1=O	-2	-0.9	-1.3	-0.2	0.8	2	-2	-0.1	-2	-0.1	-1.4
CN(C(=O)CCc1nnc(CCCCc2ccccc2)o1)C1CC(C)(C)NC(C)(C)C1	-3	1.4	0.0	0.3	0.1	-2	-5	1.1	0	-1.1	-1.0
Cc1ccc(N2NC(=O)/C(=C\c3cc4c(cc3[N+](=O)[O-])OCO4)C2=O)cc1C	-6	-1.2	-2.7	0.2	2.7	14	-24	0.7	1	4.3	-1.0
CCOC(=O)Cc1nnc(NC(=O)c2ncn[nH]2)s1	-4	0.5	-2.6	-0.5	-0.2	-1	-7	-0.5	-5	-1.9	-1.7
CCCC(CCC)c1nnc(NC(=O)c2ccco2)s1	-2	0.0	2.4	0.0	-1.0	7	3	0.7	0	2.2	-0.8
CC(Oc1ccccc1)C(=O)N1CCCc2ccccc21 (stereo not given)	-1	-0.2	-1.7	-0.6	0.5	-5	-5	-1.4	-2	1.9	-0.8
C=CCOC(=O)COc1ccc2c(C)c(C)c(=O)oc2c1	-88	2.4	-1.7	-0.4	-0.2	6	-364	0.0	-5	-0.2	-1.2
O=C(Nc1ccc2c(c1)OCO2)C1CC(c2ccccc2Cl)=NO1 (stereo not given)	0	-1.1	3.9	1.7	0.5	3	0	0.3	2	3.6	-0.2
O=C(COC(=O)CN1C(=O)COc2ccccc21)NC1CCCCC1	-3	-0.1	2.6	-0.2	-0.8	1	-7	0.7	-2	1.7	-1.4
CC(=O)Nc1ccc(-c2cc(-c3ccccc3)nc(-c3ccccc3)n2)cc1	-1	0.4	0.1	0.0	2.2	-12	-8	0.3	-2	2.9	-1.4
CCCc1cc(=O)oc2c(C)c(OCC(=O)N3CCC(C(=O)O)CC3)ccc12	-97	-0.3	-2.6	0.6	-0.7	5	-396	1.7	1	1.1	-1.1
CCCCN(C(=O)C1CC1)C1CCS(=O)(=O)C1 (stereo not given)	-5	0.7	0.9	-0.4	-0.9	2	-6	0.1	0	0.8	-0.6
Cc1ccc2c(C)c(C(=O)N(C)Cc3ccncn3)oc2c1C	-3	-0.9	2.4	-1.2	-1.8	0	-4	0.2	0	-1.2	-0.5
CC1CC(C)CN(c2ccc(S(=O)(=O)N3CCOCC3)cc2)C1 (stereo not given)	-4	-2.4	-2.3	0.4	-2.9	4	-5	0.1	1	4.3	-0.8
O=C(O)c1cc(-c2cc(C(=O)O)c3ccccc3n2)ccc1O	-1	0.6	-3.9	1.1	1.7	8	-12	-0.1	-3	-2.2	-1.0
NNC(=O)CC(=O)NC1(Cc2ccc(O)cc2)CCCCC1	-1	0.2	0.1	-0.7	-2.0	-4	3	0.8	-2	0.2	-1.8
CCCCn1nnnc1C(c1ccccc1)N1CCN(c2cc(C)ccc2C)CC1 (stereo not given)	4	-1.7	-0.5	0.9	0.3	-3	6	.	-4	.	-1.0
O=C(COc1ccc(Cl)cc1[N+](=O)[O-])N1CCCCC1	1	0.1	1.0	0.3	0.5	1	1	-0.7	1	-0.9	-1.3
CN(C)CCCO/N=C(\c1ccccc1)c1ccncc1	-1	0.2	-0.8	-0.5	-2.1	-1	-3	-0.1	-4	-0.1	0.1
Cn1c2ccccc2c2c(C(=O)N3CCN(c4ccc(F)cc4)CC3)cn(C3CCCC3)c(=O)c21	-7	-2.5	-4.2	-1.6	-3.5	-8	-39	-0.9	7	0.3	-2.3
Cc1ccc(-n2ncc3c(=O)n(CC(=O)N4CCCCCC4)cnc32)cc1	-7	1.5	1.9	-0.2	0.5	12	-7	-0.6	3	-2.6	-0.6
N=c1c(C(=O)NCc2ccccc2)cc2c(=O)n3ccccc3nc2n1Cc1ccco1	-113	1.1	0.4	-0.5	-0.1	14	-370	-0.9	5	1.0	-1.1
CCOC(=O)NC(=O)/C(C#N)=C\Nc1ccc(Cl)cc1Cl	-1	-2.6	4.9	1.1	1.6	14	-2	-0.3	9.0*	8.3*	-0.1
NS(=O)(=O)c1ccc(CCNC(=O)CCCCCn2c(=S)[nH]c3ccc(Br)cc3c2=O)cc1	1	30*	1.5	-0.7	-0.3	5	10	-0.5	2	2.5	-1.5

Some of the entries so far, with values under each structure:
Every second line gives: ADAM17 inh, PG9 Ab binder, hgDAF-12 ag, DAX1 inh-1, hcDAF12 agonist, NPR1 activator, ADAM10 inh, DAX1 inh-2, SMARCA2 act, GAA850 FXN act, ssDAF12 agonist
> CCCCn1nnnc1C(c1ccccc1)N1CCN(c2cc(C)ccc2C)CC1 (stereo not given)
    4, -1.7, -0.5, 0.9, 0.3, -3, 6, ., -4, ., -1.0
> O=C(COc1ccc(Cl)cc1[N+](=O)[O-])N1CCCCC1
    1, 0.1, 1.0, 0.3, 0.5, 1, 1, -0.7, 1, -0.9, -1.3

This is a random part of the collection. Share with any hit: about 6.8%.
